Compound activity from PubChem BioAssay.
PGE2 EP2 inh = inhibitors of human EP2 prostaglandin E2 receptor | C6 glioma cells expressing human EP2, cAMP TR-FRET; cells stimulated with saturating PGE2 | P43116 | 0.52% of 260,000 active | inhibition, % at 25 µM;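 active = percent inhibition above 40 after rounding to a whole number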;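 also: rat C6 glioma host cells with rolipram phosphodiesterase inhibitor present; the protocol text gives 20 µM as final concentration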
TRPN1 ag = activates the zebrafish TRPN1 channel; HEK293 zebrafish TRPN1-YFP, Fluo-8 calcium fluorescence; 100% = response to 87 µM carbachol; activation, % at 3 µM; 0.18% of 220,000 active;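 active = activation above its plate's cutoff, the mean activation of test wells on that plate plus 3 SD, cut at about 19% in these data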;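 also: 0% = DMSO alone and 100% = 87 µM carbachol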
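Control set: carbachol 87 µM as high control, DMSO as low control; system: HEK293 stable line with zebrafish TRPN1-YFP; read-out: % activation versus carbachol response; detection: intracellular calcium fluorescence with Fluo-8; doses: single test compound dose, 3 µM nominal, 0.3% DMSO; schedule: dye 1 h 37 °C plus 30 min RT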
TRPML3 ag = human mucolipin-3 channel agonism; AID 1448; 0.29% of 220,000 active; Q8TDD5; HEK293 TRPML3-YFP, Fluo-8 calcium fluorescence; 100% = the carbachol control signal; activation, % at 3 µM;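 active = activation above its plate's cutoff, the mean activation of the plate's test wells plus 3 SD, cut at about 12% in these data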;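 also: 0% = DMSO only wells and 100% = carbachol wells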
Target sequence (Q8TDD5 whole entry, looked up): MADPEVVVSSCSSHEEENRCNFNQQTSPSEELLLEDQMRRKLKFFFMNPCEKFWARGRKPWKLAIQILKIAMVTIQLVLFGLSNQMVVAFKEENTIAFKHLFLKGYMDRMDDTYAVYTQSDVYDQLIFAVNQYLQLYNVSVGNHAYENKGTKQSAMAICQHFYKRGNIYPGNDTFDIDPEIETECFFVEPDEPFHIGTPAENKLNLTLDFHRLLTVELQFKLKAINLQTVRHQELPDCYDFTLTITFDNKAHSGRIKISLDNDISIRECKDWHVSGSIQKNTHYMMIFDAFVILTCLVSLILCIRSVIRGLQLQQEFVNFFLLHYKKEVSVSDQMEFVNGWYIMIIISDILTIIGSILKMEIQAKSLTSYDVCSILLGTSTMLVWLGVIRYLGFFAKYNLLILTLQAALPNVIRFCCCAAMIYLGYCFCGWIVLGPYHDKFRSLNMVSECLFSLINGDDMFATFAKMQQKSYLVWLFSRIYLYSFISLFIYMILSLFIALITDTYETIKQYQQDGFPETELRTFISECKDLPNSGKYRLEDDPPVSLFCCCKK
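Material: HEK293 cells stably carrying human TRPML3-YFP; compound dosing: single dose, 3 µM final nominal compound, 0.3% DMSO final; incubation: 1-h 37 °C dye load, 5-s basal, 120-s post-compound reads; technique: Fluo-8 intracellular calcium fluorescence, excitation 470-495 nm, emission 515-575 nm; read-out basis: percent activation from peak-to-basal fluorescence ratio, scaled between DMSO and carbachol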
CHOP inh = inhibitors of CHOP induction in ER stress response. inhibition, % at 10 µM. CHO-K1 CHOP-promoter luciferase, tunicamycin-induced, 15-18 h. 3.8% of 220,000 active;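 active = compounds that reduced the stress-induced luciferase reporter signal by more than about 70% of percent inhibition, limit read from the data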;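 also: 0% = tunicamycin plus vehicle and 100% = wells without tunicamycin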
NPY1 pot ag = potentiates or activates human NPY-Y1 receptor. P25929. NPY-Y1 expressing cells, potentiator/agonist activation. activation, % at 3.6 µM. 0.37% of 220,000 active. AID 1304; in the data active = activation above about 33%, passing the limit was not always enough;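 also: cells stimulated with NPY at EC10 then isoproterenol at EC100; 0% = low agonist plus stimulus and 100% = saturating agonist plus stimulus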
Target sequence (P25929 whole entry, looked up): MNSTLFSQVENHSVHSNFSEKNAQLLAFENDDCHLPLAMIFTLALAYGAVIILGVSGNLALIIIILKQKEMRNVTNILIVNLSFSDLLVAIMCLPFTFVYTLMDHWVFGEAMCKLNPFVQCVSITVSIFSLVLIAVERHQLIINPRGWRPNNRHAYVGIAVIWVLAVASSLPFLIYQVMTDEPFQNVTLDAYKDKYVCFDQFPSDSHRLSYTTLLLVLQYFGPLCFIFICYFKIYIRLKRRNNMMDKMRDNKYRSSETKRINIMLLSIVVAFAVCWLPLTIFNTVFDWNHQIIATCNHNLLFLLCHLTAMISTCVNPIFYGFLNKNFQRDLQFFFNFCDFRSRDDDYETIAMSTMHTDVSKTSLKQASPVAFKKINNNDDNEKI
EP2 mod = modulators of human EP2 prostaglandin E2 receptor; P43116; EP2-expressing cells, cAMP HTRF FRET, PGE2 co-stimulation; induction, % at 25 µM; 0.83% of 260,000 active; AID 940;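 active = compounds whose cAMP rise, as percent of the full-agonist control response, exceeds 60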;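 also: rat C6 glioma line stably carrying human EP2 under a CMV promoter; the protocol text gives 20 µM as final concentration; 100% = response of wells given 1 µM PGE2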
NPY Y1 blocker = NPY-Y1 (human) receptor antagonism; P25929; HEK293-CNG Y1 cells, membrane potential fluorescence; NPY at EC95, then isoproterenol; inhibition, % at 3.6 µM; 1% of 200,000 active;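 active = inhibition above the campaign mean inhibition of all tested compounds plus 3 SD, cut at about 20% in these data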;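 also: 0% = DMSO wells given NPY plus isoproterenol and 100% = isoproterenol alone without NPY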
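Test system: HEK293 cells co-expressing NPY Y1 receptor and cyclic-nucleotide gated channel; Also added: NPY (25 nM), isoproterenol (1 µM), Ro 20-1724 (25 µM); Compound dosing: one concentration, 3.6 µM, in 0.4% DMSO; Timing: dye 3 h, compound 60 min room temperature, stimulation 45 min; Technique: Membrane-potential fluorescent dye readout.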
14-3-3 Bad inh = disrupts binding of bovine 14-3-3 zeta to phospho-Bad peptide; P63103; TR-FRET 14-3-3zeta/Dy647-pBad peptide displacement, 1 h; inhibition, % at 21.7 µM; 0.71% of 220,000 active; AID 781;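 active = inhibition above about 70%, limit read from the data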;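 also: 0% = full 14-3-3 plus peptide FRET controls and 100% = background without 14-3-3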
PPC-1+TRAIL kill = kills PPC-1 cancer cells in the presence of TRAIL; AID 1443; cell killing (% activity), % at 4 µM; 0.41% of 220,000 active; PPC-1 cells + TRAIL, ATPLite viability luminescence;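 active = cell killing above 50% in the first pass at 4 µM, then a duplicate retest at 5 µM averaging 50% or more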;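 also: plate controls were cells with TRAIL plus DMSO for no effect and medium-only wells lacking cells for full effect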
Starred values were filed as active, the others as inactive; nt = not tested or not shown; & = joins results of further samples; [ ] = remark or other dose.

SMILES	PGE2 EP2 inh	TRPN1 ag	TRPML3 ag	CHOP inh	NPY1 pot ag	EP2 mod	NPY Y1 blocker	14-3-3 Bad inh	PPC-1+TRAIL kill
CCOC(=O)C1=C(C)NC(SCc2cc(=O)[nH][nH]2)=C(C#N)C1c1cccs1 (centres undefined)	9	1.4	0.3	14	1	21	6	2	-13
O=C(Cc1cccs1)Nc1nnc(SCc2ccc(F)cc2)s1	4	0.0	1.1	48	-4	20	2	-1[fluorescence artefact?]	14
CCOC(=O)C1=C(Nc2ccccc2)OCC1=O	3	0.7	0.5	37	5	18	-2	5[fluorescence artefact?]	42
Fc1cnc(N2CCc3ccccc32)nc1N1CCc2ccccc21	7	1.1	1.4	7	-29	9	5	-7	12
CC(C)OP(=O)(c1ccccc1)c1ccccc1	7	-1.2	-0.2	-2	-4	4	3	3	6
CC1CCCCC1NC(=S)NC(=O)c1ccccc1Br (centres undefined)	7	1.3	1.4	67	-11	-20	8	7[fluorescence artefact?]	12
CCOC(=O)c1sc(=S)n(-c2cccc(C(F)(F)F)c2)c1SC	10	0.2	0.9	44	-25	33	3	-4	24
C/C(=N\N1CCN(C2c3ccccc3-c3ccccc32)CC1)c1ccco1	12	-2.0	0.0	38	-37	52	7	4	13
CCOc1ccc2nc(N/C(N)=N/C(=S)Nc3ccc(C)c(C)c3)nc(C)c2c1	5	0.2	0.7	-1	-1	-7	-2	-11	16
CCOC(=O)c1sc(N(Cc2ccccc2)C(=O)COC(=O)c2ccccc2O)nc1C	9	-1.1	-0.9	57	-45	-16	20*	-24	16
Oc1c(Cl)cc(Cl)cc1CNc1ccc(Br)cn1	19	1.3	0.7	104*	-5	6	-1	-13	-1
CC(C)CCSc1nc2c(c(=O)[nH]c(=O)n2C)n1CCc1ccccc1	15	0.0	0.6	88*	-23	49	4	-2	-10
COC(=O)c1cccc(Cn2nc(C)c([N+](=O)[O-])c2C)c1	13	-2.1	-0.2	4	19	-20	4	30	nt
COC(=O)c1sc(NC(=O)c2ccc([N+](=O)[O-])o2)c(C#N)c1C	10&2	19	7.9	26	38	-93&13	nt	4	28
CCOc1cccc(NC(=O)c2cccc(F)c2)c1	3	-2.5	0.8	0	-4	-88	0	0	30
OCCN1CCN(C2Cc3cc(Cl)ccc3Sc3ccc(Cl)cc32)CC1 (centres undefined) (tested in a mixture with another compound)	nt	-0.4	1.0	75*	-42	33	7	38[fluorescence artefact?]	17
CCCN1CNC(=S)N(c2cc(C)ccc2C)C1	1	0.5	-0.6	5	7	22	6	6	-12
Cc1cccc(N(C)S(=O)(=O)c2ccc3[nH]c(=O)c(=O)[nH]c3c2)c1	7	2.1	0.8	10	2	7	2	-9	-8
COc1cccc(Oc2coc3cc(OC(=O)N4CCOCC4)ccc3c2=O)c1	3	5.7	4.2	7	-5	-47	-4	-12	0
COc1cc(NS(=O)(=O)c2ccc(NC(=O)C34CC5CC(CC(C5)C3)C4)cc2)ncn1	-4	0.3	0.2	6	3	-10	-1	14	0
CCC(NC(=S)NCc1ccccc1)C(=O)O (centres undefined)	16	-0.5	1.0	-3	-5	18	0	-2	-3
COc1ccc(Br)cc1S(=O)(=O)n1ccnc1C	12	0.6	0.0	7	-21	-2	0	-15	-13
CCOc1c2ccc(C(=O)NCc3ccc4c(c3)OCO4)cc2nn1C	5	0.6	0.5	26	10	-37	4	nt	-2
Cc1n[nH]c(C)c1S(=O)(=O)N1CCCC(C(=O)NC2CCCc3ccccc32)C1 (centres undefined)	12	-0.3	0.8	-16	10	-13	7	3	9
O=C(Nc1cnn(Cc2ccc(F)cc2)c1)c1cc(-c2cccs2)on1	5	-0.4	0.2	63	-8	-27	-1	-4	17
CCN(CC)C(=O)Cn1cnc2sc(C(=O)Nc3cc(OC)c(OC)c(OC)c3)c(C)c2c1=O	17	-0.1	0.0	-1	25	-5	0	3	19
O=C(NCc1ccncc1)Nc1cccc([N+](=O)[O-])c1	5	2.3	1.7	23	0	-24	1	1	1
CCOC(=O)c1cn[nH]c1NC(=S)Nc1ccc(OC)cc1	3	-1.0	-0.3	13	26	-25	nt	-7	60*[5 µM]
CCC(C)Cn1c(C(C)C)nc2ccccc21 (centres undefined)	13	-0.5	0.6	3	-8	14	3	-4	26
O=C(CN1CC(=O)Oc2ccccc21)OCC(=O)c1ccc(F)cc1	4	0.3	0.3	0	0	21	5	-12	24
Cn1c(SCC(=O)Nc2cccnc2)nnc1-c1ccccc1F	8	1.4	0.9	-3	17	6	2	-4	22
C=CCn1c(SCC(=O)Nc2ccccc2)nnc1-c1cccc(S(=O)(=O)N2CCOCC2)c1	11	1.9	1.0	5	-10	-10	0	-4	15
CC(=O)N(Cc1ccc(F)cc1)Cc1nc2ccccc2c(=O)[nH]1	-1	2.0	0.9	13	17	-9	2	-11	7
O=C(c1ccc(S(=O)(=O)N2CCOCC2)cc1)N(c1ccccc1)C1C=CS(=O)(=O)C1 (centres undefined)	10	-0.2	0.6	-11	9	9	5	21[fluorescence artefact?]	-23
CSCCC(NC(=O)/C(=C\c1ccc(Cl)cc1)NC(=O)c1ccccc1)C(=O)O (centres undefined)	1	-0.4	0.9	6	14	28	4	-8	28
CCOC(=O)c1c(C)n(C)c2cc(-c3cccc(C(F)(F)F)c3)c(O)cc12	9	-0.2	0.3	23	-12	-11	3	1	15
O=C(NC1CCC(C(=O)O)CC1)OCc1ccccc1 (centres undefined)	7&7	0.1&0.0	0.1&0.5	16&-1	-12&-6	29&0	-1&8	-7	-3&7
CCOc1ccc(S(=O)(=O)NCCCN2CCCC2=O)cc1	6	1.0	0.5	2	-2	-10	-2	-8	16
CC1(C)Cc2c(sc3c2c(=N)n(Cc2ccco2)c(=O)n3CC(=O)Nc2cccc(Cl)c2)CO1	12	0.7	0.6	47	-16	5	-1	-13	6
CS(=O)(=O)N1N=C(c2cccs2)CC1c1ccccc1F (centres undefined)	5	-1.8	0.3	13	-3	19	0	-1	-4
CCCCn1nc2cc(C(=O)NCc3ccco3)ccc2c1OCC	7	-1.5	-1.0	14	3	-14	3	5	-6
COc1ccc(CNC(=O)CCCc2ccccc2)cc1	11	-0.7	0.0	-10	-19	4	7	-6	42
COc1ccc(/C=N/NC(=O)c2nn(-c3ccccc3)c(=O)c3c(N)scc23)cc1	12	0.5	-0.1	-30	-20	-20	3	-2[fluorescence artefact?]	-12
Cc1cccc(C)c1NC(=S)N1CCCN(Cc2ccc(F)cc2)C1	13	-2.1	0.3	3	10	14	4	-16	-8
COc1cccc(N/N=C(\C#N)S(=O)(=O)C(C)(C)C)c1	1	0.0	1.2	22	4	-43	4	-11	3
COc1ccccc1Nc1nc(-c2ccccc2)nc2ccccc12	15	0.8	1.1	-2	-4	22	4	6	13
NC1=NC(=O)/C(=C/c2c(OS(=O)(=O)c3ccc(Cl)cc3)ccc3ccccc23)S1	11	1.6	1.3	94*	18	-18	4	2	42
CC(=O)c1cccc(NC(=O)C(C)N2CCc3ccccc3C2)c1 (centres undefined)	5	0.8	0.1	39	-8	-24	nt	3	-15
Cc1nn(-c2ccccc2)c2c1C1(C(=O)N(C)c3ccccc31)N(c1ccccc1)C(=O)N2 (centres undefined)	20	1.4	0.3	19	4	13	2	8	14
Cc1csc(NC(=O)CN(C)S(=O)(=O)c2cccc3cccnc23)n1	14	0.0	0.4	19	9	4	2	2	-8
CCn1nnnc1NCc1c(OC)ccc2ccccc12	7	0.0	0.4	12	3	17	0	-2	-18
CC(C)OC(=O)CCCN1C(=O)c2ccc(N)cc2C1=O	nt	1.2	-0.1	5	-34	-9	2	-11	4
COc1cccc(-n2c(SCC(=O)N3CCc4ccccc43)nnc2-c2c[nH]c3ccccc23)c1	7	1.3	0.3	90*	-19	18	0	41[fluorescence artefact?]	6
OC(COc1ccccc1)Cn1cc(Br)cn1 (centres undefined)	10	-0.3	-0.1	17	-8	7	-1	-23	20
CC(C)n1nnnc1-c1cc(Cl)cc(Cl)c1	5	-0.1	-1.4	33	16	13	4	0	14
CCC(C)(C)NC(=O)C(c1ccc(O)cc1)N(C(=O)Cn1nnc2ccccc21)c1ccc(NC(C)=O)cc1 (centres undefined)	5	0.6	0.1	5	-23	-14	nt	-2	1
CC(=O)N1CCc2cc(S(=O)(=O)NC(CC(C)C)C(=O)Nc3cc(C(=O)O)ccc3C)ccc21 (centres undefined)	nt	0.6	0.3	-10	-7	-5	0	-1	9
COc1ccc(-c2nn(-c3ccccc3C)cc2CNC(C)c2cn(C)nc2C)cc1F (centres undefined)	8	1.8	0.9	12	1	7	4	-4	14
COc1cccc(NC(=O)C(NCC(C)(C)CN(C)C)c2ccccc2)c1 (centres undefined)	nt	-0.5	0.5	-17	0	13	3	70*	-10
Cc1nc(SCCCSc2n[nH]c(C)n2)n[nH]1	3	0.9	0.7	5	9	1	6	-15	3

Reprinted at random: 2 records from the list, in no set order.
SMILES	PGE2 EP2 inh	TRPN1 ag	TRPML3 ag	CHOP inh	NPY1 pot ag	EP2 mod	NPY Y1 blocker	14-3-3 Bad inh	PPC-1+TRAIL kill
CCn1nnnc1NCc1c(OC)ccc2ccccc12	7	0.0	0.4	12	3	17	0	-2	-18
COc1cc(NS(=O)(=O)c2ccc(NC(=O)C34CC5CC(CC(C5)C3)C4)cc2)ncn1	-4	0.3	0.2	6	3	-10	-1	14	0

Further compounds
SMILES	PGE2 EP2 inh	TRPN1 ag	TRPML3 ag	CHOP inh	NPY1 pot ag	EP2 mod	NPY Y1 blocker	14-3-3 Bad inh	PPC-1+TRAIL kill
CCN1C(=O)N(CC)C2NC(=S)NC21 (centres undefined)	8	-0.2	0.8	9	7	7	5	-13	-6
O=C1CN=C(Nc2ccccc2Cl)N1Cc1ccc2c(c1)OCO2	7	-0.4	0.3	20	1	27	-2	52[fluorescence artefact?]	12
CCOC(=O)c1cnc2ccc(C)cn2c1=O	6	-0.1	0.4	-2	5	-11	nt	-5	-3
CC1Cc2ccccc2N1C(=O)CSc1ncc(-c2ccc(F)cc2)n1C (centres undefined)	7	-0.5	-1.3	-5	-4	-2	-1	-6	8
CCCOc1ccc(N2C(=O)CC(NCCCN3CCC(C(N)=O)CC3)C2=O)cc1 (centres undefined)	nt	-0.6	0.2	nt	-22	nt	2	nt	nt

Some of the compounds tested; count on the stated rates, not on these rows.
